mcGAS inh: cyclic GMP-AMP synthase inhibitors, mouse, primary biochemical chemiluminescence | 160,000 tested, 0.15% active | inhibition, % at 12.5 µM | recombinant cGAS, Kinase-Glo ATP depletion luminescence | Q8C6L5;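 further: 0% = negative control wells and 100% = reference inhibitor with no enzyme activity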
hcGAS lum: Primary biochemical luminescence assay for human cyclic GMP-AMP synthase inhibitors; Q8N884; recombinant h-cGAS, ATP depletion, Kinase-Glo luminescence; inhibition, % at 12.5 µM; 290,000 tested, 0.081% active; AID 1259398, 2018;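 further: 0% = vehicle reaction and 100% = reaction without DNA for no activity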
Target sequence (Q8N884 whole entry, looked up): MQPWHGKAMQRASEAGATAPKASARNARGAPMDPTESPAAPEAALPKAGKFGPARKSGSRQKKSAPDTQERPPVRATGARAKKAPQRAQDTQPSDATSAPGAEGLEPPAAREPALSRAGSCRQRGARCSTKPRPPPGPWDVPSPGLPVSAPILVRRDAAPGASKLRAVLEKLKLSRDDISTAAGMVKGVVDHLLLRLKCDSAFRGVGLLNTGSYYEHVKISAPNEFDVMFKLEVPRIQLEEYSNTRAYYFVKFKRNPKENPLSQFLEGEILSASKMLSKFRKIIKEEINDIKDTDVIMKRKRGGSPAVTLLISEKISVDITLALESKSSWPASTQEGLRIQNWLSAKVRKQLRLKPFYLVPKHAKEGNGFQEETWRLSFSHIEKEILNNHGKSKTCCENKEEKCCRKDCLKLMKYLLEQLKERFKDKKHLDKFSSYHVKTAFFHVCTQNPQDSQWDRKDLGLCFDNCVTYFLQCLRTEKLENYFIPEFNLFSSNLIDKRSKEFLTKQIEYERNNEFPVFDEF
NPYLR7 ag: agonists of mosquito NPYLR7 receptor, primary screen, cell-based, Aedes aegypti, calcium fluorescence, mosquito biting behavior. Aedes aegypti neuropeptide Y-like receptor 7 (NPYLR7). HEK293T NPYLR7/Galpha15, GCaMP6s calcium fluorescence. activation, % at 10 µM. 270,000 tested, 0.15% active. AID 1259423, 2018; in the data active means activation above about 40%;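 further: 0% = vehicle and 100% = reference agonist at the receptor; some compounds past the cut are filed as inactive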
* = called active by the depositor; . = no result given; & = joins results of further samples. Unless noted, no stated cut-off is given here; in the data, active means inhibition above about 40%; inactive means the rest.

SMILES	mcGAS inh	hcGAS lum	NPYLR7 ag
C=CCn1c(SCc2cccc(C)c2)nnc1C1CCCCC1	-3.7	-8.5	-12.4
CNS(=O)(=O)c1ccc(N)cc1	.	-7.8	0.4
CCOC(=O)c1cc(-c2ccc(N3CCN(C(=O)COc4cccc(Cl)c4)CC3)cc2)n(-c2cccc(F)c2)n1	-4.4	0.8	20.6
Cc1ccc(NC(=O)C2(C)CCN2C(=O)CC2CC2)cc1C (configuration not stated)	.	-11.0	2.9
CCCCCc1ccc(C(=O)N(CC(=O)N2CCc3sccc3C2c2ccc(Cl)cc2Cl)C2CC2)cc1 (configuration not stated)	-5.6	-2.3	26.1
CCOC(=O)N=c1scc(-c2ccccc2)n1-c1cccc(Oc2ccccc2)c1	-5.3	-3.3	-8.0
CN(Cc1ncc[nH]1)C(=O)c1ccccc1Oc1ccccc1	.	-0.5	2.5
CCC(=O)Nc1sc2c(c1C(=O)Nc1ccc(OC)cc1)CCCC2	-3.3	-0.4	-0.5
Cc1ccc(Cn2c(=O)c3c(nc4n3CCCN4Cc3ccco3)n(C)c2=O)cc1	.	-6.8	4.7
C=C1[C@H](OC(C)=O)[C@H]2[C@@H](OC(C)=O)C(C)C[C@]2(OC(C)=O)C(=O)[C@H](C)/C=C/C(C)(C)C(=O)[C@H](OC(=O)C(C)C)[C@H]1OC(C)=O (some centres not stated)	-3.0	-3.1	-12.7
CCC1SC(c2ccccc2OC)N(CCN(C)C(=O)Nc2ccc(C(F)(F)F)cc2)C1=O (configuration not stated)	-5.6	-7.9	-4.9
Cc1cnc(CNC(=O)c2c(C)noc2-c2cccs2)cn1	-4.7	-6.7	-3.8
O=C(Nc1cccc(-c2cc3ccccc3[nH]2)c1)C1CCN(C(=O)C2CC23CCC3)CC1 (configuration not stated)	.	-3.7&1.8	2.6&4.4
Cc1cnn(CC(=O)N2CCCN(S(=O)(=O)N3CCCCC3)CC2)c1	-5.9	-12.4	.
CCCCCCc1ccc(C(=O)Nc2ccc(N(C)C)c(C(=O)NCCCOC)c2)cc1	-5.8	-2.0	2.7
COc1ccc(/C=C2\C(=O)N(c3nc(-c4ccc(Br)cc4)cs3)N=C2c2ccccc2)cc1	-5.1	2.4	4.6
Cc1c(C)n2c3c(=O)n(CCCc4ccccc4)c(=O)n(C)c3nc2n1C(C)C	-3.0	4.5	2.1
CCSCC(C)NC1CCN(S(C)(=O)=O)CC1 (configuration not stated)	-11.1	0.0	6.3
CC[N+](C)(C)Cc1ccccc1Br	-4.1&-2.1	-5.4&-0.5	-0.8&4.2
CN(C)CCN(Cc1ccccc1)c1ccccn1	.	-2.8&-2.1&-1.2	-3.7&-13.6
Cc1cc(N2C(=O)c3oc4ccc(Cl)cc4c(=O)c3C2c2ccccn2)no1 (configuration not stated)	.	-5.0	9.1
CSc1ccc(CN2CCCC(N3CCN(c4ccccc4)CC3)C2)cc1 (configuration not stated)	-10.2	-5.6	-0.8
CCCCc1ccc(NNc2ccc(OC(=O)c3cc(=N)c4c(=O)c5ccccc5c(=O)c=4c3=N)cc2C)cc1	-3.1	-0.1	1.4
CC(C)c1nn(-c2ccccc2)c2c1C(c1ccoc1)CC(=O)N2 (configuration not stated)	-8.8	-1.0	4.7
COc1ccccc1N1CCN(C(=O)c2csc(CSc3nnc(-c4ccco4)n3-c3ccccc3Cl)n2)CC1	-5.1	-2.6	7.7
Cc1cnc2c(C(=O)NC3CCCN(C(=O)c4ccco4)C3)cnn2c1 (configuration not stated)	-2.2	-1.0	-0.4
CC(=O)N1CCN([C@H]2[C@@H]3OC[C@@H](O3)[C@@H](NC(=O)Nc3ccccc3)[C@@H]2O)CC1	-7.8	-6.1	-6.9
O=C(NCc1ccco1)c1ccc(CSc2nc(-c3ccccc3)cc(N3CCOCC3)n2)cc1	-4.1	-1.7	.
O=C(CNC(=O)c1cccc(Br)c1)N=Nc1c(O)[nH]c2ccc([N+](=O)[O-])cc12	-6.9	-4.8	0.2
CC(C)(C)c1nc(CN2CCc3onc(-c4ccc5c(c4)OCO5)c3C2)no1	0.6	5.4	-4.2
COCCNC(=O)c1cn(C)c2c(=O)n(-c3ccccc3)c(=O)[nH]c12	.	-6.7	10.4
CCc1nc(C)c(C(=O)NCCN2N=C(c3ccccc3)CCC2=O)o1	.	-9.0	9.2
CCc1nn(-c2ccccc2C)c(CC)c1C(=O)NC(C)C	-3.2	-7.6	11.8
CC(Oc1ccccc1)C(=O)N[C@H](c1nnc2c(C(F)(F)F)cccn12)C(C)C (some centres not stated)	-0.2	-0.8	-7.0
CCc1nccn1CCNC(=O)C1NCCc2[nH]cnc21 (configuration not stated)	.	-4.9	1.4
CN1CC=C2C(C#N)C(=N)C(C#N)(C#N)C(c3ccc(Cl)c(Cl)c3)C2C1 (configuration not stated)	4.3	4.2	6.4
c1ccc(-n2ccnc2)c(Cn2ccnc2-c2ccsc2)c1	.	-2.6	7.6
CC(C)NC(=O)N(CC(=O)N1CCc2sccc2C1COc1ccccc1F)C1CC1 (configuration not stated)	-7.7	-2.7	-0.6
O=C(Nn1c(-c2ccc([N+](=O)[O-])cc2)csc1=Nc1ccccc1)c1ccncc1	-6.3	-8.1	-3.0
CNc1nc2cnc(Nc3cccc(C)c3)cc2n1CC1CC1	-7.0	-2.5	13.0
O=C(NCC1CCCO1)c1ccc(-c2cccc(Cl)c2)s1 (configuration not stated)	-7.7	-4.6	27.6
COc1ccc(CC2(CO)CCN(Cc3ccc(F)c(OC)c3)CC2)cc1	.	-7.6&-4.5	16.9
COc1ccc(-c2cc(NCCO)nc(N)n2)cc1Cl	-12.5	-4.7	11.2
Cc1csc(SCCCCCCC(=O)O)n1	-3.7	-8.7	-0.7
Cc1ccc(Oc2cnn(C)c(=O)c2Nc2cccc(C(=O)NCCN(C)C)c2)c(C)c1	-2.9	-4.8	8.0
O=C(CC(c1cccc([N+](=O)[O-])c1)c1c[nH]c2ccccc12)N1CCN(C/C=C/c2ccccc2)CC1 (configuration not stated)	-2.7	-2.4	2.6
Cc1nnc(Sc2ccc(NC(=O)c3cccnc3)c(C)c2)s1	.	-3.7	2.4
CC(C)(C)c1cc2nc(C(=O)N3CCN(c4cccc(Cl)c4)CC3)cc(-c3cccc(F)c3)n2n1	-10.1	-5.2	8.5
O=C(Nc1cccc2c1CCCC2)c1ccc(S(=O)(=O)N2CCOCC2)cc1	.	-4.1	6.8
CC(O)(c1ccc(F)c(F)c1)c1nc(-c2ccoc2)cs1 (configuration not stated)	.	-7.9	11.4
CCc1[nH]c2ccc(CNC(=O)CCn3ccccc3=O)cc2c1C	-13.4	-5.8	6.4
CC(CNCC(=O)Nc1cnccn1)Oc1cccnc1 (configuration not stated)	-18.0	-6.2	6.3
O=C(c1onc2ccccc12)N1CC[C@@H](c2ccc3c(c2)OCO3)[C@H](O)C1	.	2.8	-1.8
CCCc1nc2nc(C)cc(C)n2c1Nc1c(C)cccc1C	-4.8	-4.2	-5.5
Cc1cccc(C(C(=O)NCCn2ccnc2)N(C)C)c1 (configuration not stated)	.	-7.2	0.7
C=CCSC(C)C(=O)Nc1ccccc1Sc1c(C)n[nH]c1C (configuration not stated)	.	-7.4	13.4
Cc1ccc(NC(=O)CN(C)C(=O)C(C)N2CCC(C)CC2)cc1 (configuration not stated)	.	-4.5	-0.3
O=S(=O)(c1cccs1)N1C[C@H]2[C@H](O)[C@@H]3C[C@H](c4ccc(F)cc4)[C@@H](O3)[C@H]2C1	-3.1	-8.7	4.7
CC(C)COC(=O)c1cc(=O)[nH]c2ccccc12	.	-0.8	0.4
O=C(NCc1ccco1)c1cc2n(n1)CCN(Cc1c(Cl)cccc1Cl)C2=O	-8.4	-3.7	.
(list continues)
SMILES	mcGAS inh	hcGAS lum	NPYLR7 ag
CCCCN(CC(=O)N1CC(=O)N(c2cccc(C)c2)C1)C(=O)/C=C/c1ccccc1	-3.1	-10.0	22.7
CCCn1ccnc1CN1CCN(S(=O)(=O)c2ccccc2)CC1	.	-7.1	2.8
CC1CCN(S(=O)(=O)c2nn(C)cc2C(=O)NCc2ccc(N3CCCC3)cc2)CC1	-2.2	-0.8	23.7
COCCNC(=O)c1c(N)n(/N=C\c2ccncc2)c2nc3ccccc3nc12	-8.8	-8.7	9.2
CN(Cc1cccc(F)c1)c1ncnc2ccccc12	.	-6.7	-1.9
Cc1nc(C(Nc2nc(-c3ccccn3)nc3c2CCC3)C(C)C)n[nH]1 (configuration not stated)	.	3.3	0.5
CC(C)(C(=O)NCc1cccc(NC(N)=O)c1)c1ccccc1F	.	-3.4	4.8
Cc1cc(C(=O)CSc2nnc(NC(=O)c3ccc(C(C)(C)C)cc3)s2)ccc1Cl	-0.6	1.5	-0.3
Cc1nc2sc3c(c2c(-c2ccc(Cl)cc2)c1C(N)=O)CCC3	.	-4.1	5.4
Cc1nc2c(=O)n(CC(=O)NCc3ccccc3)nc(-c3ccc(F)cc3)c2s1	-7.0	2.3	1.7
COCC(=O)Nc1nc2c(s1)C[C@]1(C)CC[C@@H]3[C@H](OC(=O)[C@H]3C)[C@H]1[C@@H]2C	-5.1	-3.1	-4.3
COc1ccccc1-c1nc2c(OCc3ccccc3)cccn2c1NCc1ccccc1	-3.2	-4.5	-0.3
N[C@@H]1CC[C@@H](Nc2cncc(C(=O)N3CCOCC3)n2)C1	-12.3	-8.1	0.6
Cc1c(Cl)cccc1S(=O)(=O)N1CCCN(Cc2cc(=O)c(OCc3ccc(C(C)(C)C)cc3)co2)CC1	-3.4	-4.7	15.6
CCN1CCN(c2nc3c(c(=O)n(C)c(=O)n3C)n2CCSc2nc3ccccc3o2)CC1	.	-1.8	-1.8
CCC(=O)N1CCCC1(C)C(=O)NCc1ccc(SC)cc1 (configuration not stated)	-6.1	-15.3	4.1
CC(C)n1ncc2cc(C(=O)Nc3nc(-c4ccccc4Cl)cs3)cnc21	-7.9	-6.2	0.2
CCCS(=O)(=O)N1CCN(CC2CC3C=CC2C3)CC1 (configuration not stated)	-3.0	0.1	.
CC(C)(C)c1ncc(NC(=O)c2cc3c(s2)CCC3)cn1	.	-3.0	-0.4
CC1CC1C(=O)Nc1cnc(C2CC2)nc1 (configuration not stated)	-2.2	1.4	-3.5

Among those listed so far, 3 contain bromine:
SMILES	mcGAS inh	hcGAS lum	NPYLR7 ag
COc1ccc(/C=C2\C(=O)N(c3nc(-c4ccc(Br)cc4)cs3)N=C2c2ccccc2)cc1	-5.1	2.4	4.6
CC[N+](C)(C)Cc1ccccc1Br	-4.1&-2.1	-5.4&-0.5	-0.8&4.2
O=C(CNC(=O)c1cccc(Br)c1)N=Nc1c(O)[nH]c2ccc([N+](=O)[O-])cc12	-6.9	-4.8	0.2

New compounds follow:
SMILES	mcGAS inh	hcGAS lum	NPYLR7 ag
CCCCCNC(=O)Cc1csc(SCc2ccc(C)cc2)n1	-7.6	-4.4	.
O=c1ccc(-c2ccc(F)cc2)nn1Cc1ccc(Br)cc1	.	-11.6	6.4
Cc1noc(C)c1CC(C)NC(=O)N1CCC2(CCCCC2)CC1 (configuration not stated)	.	2.0	-5.7
CCOc1ccc(-n2nnc3c(N4CCN(C(=O)c5ccc(Br)o5)CC4)ncnc32)cc1	-7.6	-6.2	-1.2
CCCNC(=O)C1(C)CCCN(Cc2c(F)cccc2F)C1 (configuration not stated)	.	1.9	-0.6

Grouped by structure: the compounds so far containing fluorine (13)
SMILES	mcGAS inh	hcGAS lum	NPYLR7 ag
CCOC(=O)c1cc(-c2ccc(N3CCN(C(=O)COc4cccc(Cl)c4)CC3)cc2)n(-c2cccc(F)c2)n1	-4.4	0.8	20.6
CCC1SC(c2ccccc2OC)N(CCN(C)C(=O)Nc2ccc(C(F)(F)F)cc2)C1=O (configuration not stated)	-5.6	-7.9	-4.9
CC(Oc1ccccc1)C(=O)N[C@H](c1nnc2c(C(F)(F)F)cccn12)C(C)C (some centres not stated)	-0.2	-0.8	-7.0
CC(C)NC(=O)N(CC(=O)N1CCc2sccc2C1COc1ccccc1F)C1CC1 (configuration not stated)	-7.7	-2.7	-0.6
COc1ccc(CC2(CO)CCN(Cc3ccc(F)c(OC)c3)CC2)cc1	.	-7.6&-4.5	16.9
CC(C)(C)c1cc2nc(C(=O)N3CCN(c4cccc(Cl)c4)CC3)cc(-c3cccc(F)c3)n2n1	-10.1	-5.2	8.5
CC(O)(c1ccc(F)c(F)c1)c1nc(-c2ccoc2)cs1 (configuration not stated)	.	-7.9	11.4
O=S(=O)(c1cccs1)N1C[C@H]2[C@H](O)[C@@H]3C[C@H](c4ccc(F)cc4)[C@@H](O3)[C@H]2C1	-3.1	-8.7	4.7
CN(Cc1cccc(F)c1)c1ncnc2ccccc12	.	-6.7	-1.9
CC(C)(C(=O)NCc1cccc(NC(N)=O)c1)c1ccccc1F	.	-3.4	4.8
Cc1nc2c(=O)n(CC(=O)NCc3ccccc3)nc(-c3ccc(F)cc3)c2s1	-7.0	2.3	1.7
O=c1ccc(-c2ccc(F)cc2)nn1Cc1ccc(Br)cc1	.	-11.6	6.4
CCCNC(=O)C1(C)CCCN(Cc2c(F)cccc2F)C1 (configuration not stated)	.	1.9	-0.6

Screening data deposited in PubChem by Fisher Drug Discovery Resource Center.
